SIAE primary – human SIAE inhibitors, primary screen, biochemical, fluorescence polarization, FP-Rh probe, 1536-well HTS. inhibition, % at 9.66 µM. SIAE FP-Rh probe binding. 370,000 tested, 0.69% active. Sialate O-acetylesterase (Homo sapiens), Q9HAT2. AID 1053197, 2014;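 active = inhibition above a cutoff: mean of compounds within the control limits plus 3 SD of those, cut at about 17% in these data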;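 note: 0% = plate median of compound wells and 100% = probe without SIAE protein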
NR1D1 modulator – modulators of Rev-erb alpha DNA binding, primary screen, biochemical, FITC-DNA, fluorescence polarization, uHTS; 370,000 tested, 0.79% active; Rev-erbα–FITC-DNA binding, 90 min; activity, % at 10 µM;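 active = activity above about 14%, limit read from the data; passing the limit was not always enough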;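 note: 0% = DMSO wells with 35 nM protein and 100% = DMSO wells with 750 nM protein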
TDP2 inh – human TDP2 enzyme inhibitors, primary screen, biochemical, epi absorbance, recombinant enzyme; inhibition, % at 12.8 µM; Tyrosyl-DNA phosphodiesterase 2 (Homo sapiens), O95551; T5PNP hydrolysis, p-nitrophenol absorbance 415 nm; 370,000 tested, 0.34% active;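 active = inhibition above the mean of all tested compounds plus 3 SD, set per campaign, cut at about 25% in these data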;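 note: 0% = DMSO with enzyme and 100% = buffer with substrate but no TDP2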
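Evaluation: % inhibition relative to enzyme-containing and enzyme-free wells. Material: recombinant human TDP2. Benchmarks: enzyme-free and DMSO wells. Timing: enzyme reaction with compound for 2 h at 37 °C. Compound dosing: 12.8 µM only. Measured by: p-Nitrophenol epi absorbance. Reagent: T5PNP substrate at 5 mM, a TopII-DNA adduct mimic. Replication: single well per compound.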
rCAG RNA binder – binders of r(CAG) RNA repeats, primary screen, biochemical, fluorescence. inhibition, % at 3 µM. r(CAG) RNA repeat, TO-PRO-1 dye displacement fluorescence. 370,000 tested, 1.3% active;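 active = inhibition above the plate cutoff, the mean of all test compounds on that plate plus 3 SD, cut at about 35% in these data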;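 note: 0% = DMSO alone and 100% = 100 µM mitoxantrone as full dye displacement; higher means more dye released from RNA so lower well fluorescence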
PRMT1 inh – PRMT1 methyltransferase inhibitors, primary screen, biochemical, fluorescence polarization; recombinant PRMT1, activity-based probe fluorescence polarization; 370,000 tested, 1.3% active; inhibition, % at 2.79 µM;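 active = inhibition above about 21% made by adding two undisclosed values, limit read from the data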
Target sequence (Q99873 whole entry, looked up): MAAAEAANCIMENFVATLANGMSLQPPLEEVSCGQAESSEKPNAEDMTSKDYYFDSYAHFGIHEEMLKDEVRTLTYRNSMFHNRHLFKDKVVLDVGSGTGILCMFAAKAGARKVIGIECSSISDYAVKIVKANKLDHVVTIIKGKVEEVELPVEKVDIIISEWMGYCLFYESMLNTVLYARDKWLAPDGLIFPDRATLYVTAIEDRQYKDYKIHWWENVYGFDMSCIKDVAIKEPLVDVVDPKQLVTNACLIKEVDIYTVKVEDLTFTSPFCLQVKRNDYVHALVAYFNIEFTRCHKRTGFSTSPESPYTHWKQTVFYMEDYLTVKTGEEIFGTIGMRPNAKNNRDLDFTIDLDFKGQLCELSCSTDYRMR
LEDGF integ inh – blockers of LEDGF/p75-dependent integrase strand transfer – biochemical, TR-FRET, high throughput, primary screen. 370,000 tested, 0.64% active. HIV-1 integrase (with human LEDGF/p75). TR-FRET IN-LEDGF/p75 DNA integration, Eu/Cy5. inhibition, % at 3.7 µM;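 active = inhibition above the screen-wide mean plus 3 SD, cut at about 13% in these data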;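 note: signal is the Cy5 over europium emission ratio at 671 and 618 nm; 0% = plate median of compound wells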
TCR CD3 inh – inhibitors of human TCR-CD3 interaction, primary screen, biochemical, fluorescence, TAMRA-labeled TCR probe; inhibition, % at 9.4 µM; AID 651800, 2012; 360,000 tested, 0.37% active; in the data active = inhibition above about 19%;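 note: recombinant mutant TCR 2C K166C tagged with TAMRA read by polarization; 0% = receptor in buffer alone and 100% = receptor with positive control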
HTRA1 inh – HTRA1 serine protease inhibitors, primary screen, biochemical, fluorescence polarization, HTS. Q92743. recombinant HTRA1, FP-rhodamine activity-based probe. inhibition, % at 5.96 µM. 340,000 tested, 0.5% active; in the data active = inhibition above about 36%;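 note: 0% = enzyme with DMSO and 100% = wells lacking enzyme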
Target sequence (Q92743 whole entry, looked up): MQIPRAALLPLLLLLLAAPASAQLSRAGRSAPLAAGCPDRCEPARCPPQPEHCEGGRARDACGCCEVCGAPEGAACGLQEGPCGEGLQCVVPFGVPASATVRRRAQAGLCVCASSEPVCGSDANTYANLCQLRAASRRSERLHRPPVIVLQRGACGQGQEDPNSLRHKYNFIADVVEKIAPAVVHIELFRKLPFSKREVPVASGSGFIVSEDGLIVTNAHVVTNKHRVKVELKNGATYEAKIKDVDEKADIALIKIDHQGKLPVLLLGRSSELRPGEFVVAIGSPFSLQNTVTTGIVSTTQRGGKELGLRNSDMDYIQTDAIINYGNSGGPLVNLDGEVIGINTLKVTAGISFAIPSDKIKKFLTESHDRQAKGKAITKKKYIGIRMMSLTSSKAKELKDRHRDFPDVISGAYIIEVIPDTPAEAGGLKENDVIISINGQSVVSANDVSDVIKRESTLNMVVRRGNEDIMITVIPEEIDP
PG9 binder – binders of HIV-1 gp120 antibody PG9, primary screen, biochemical, TR-FRET; HIV-1 gp120 / PG9 antibody interaction; TR-FRET gp120-PG9 antibody binding; inhibition, % at 6.7 µM; 360,000 tested, 0.43% active; AID 624416, 2012; in the data active = inhibition above about 8.5%
ABHD4 inh – ABHD4 inhibitors, primary screen, biochemical, fluorescence polarization, mouse; purified mABHD4, FP-Rh probe fluorescence polarization; inhibition, % at 8.92 µM; 370,000 tested, 0.54% active;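 active = inhibition exceeding the mean over every tested compound plus 3 SD, cut at about 30% in these data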;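 note: 0% = plate median of compound wells and 100% = S159A mutant with DMSO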
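System: mouse ABHD4 enzyme, wild type / Medium: HEPES pH 7.0, NaCl, Pluronic buffer / Reagent: FP-Rh activity-based fluorescent probe / Control set: S159A mutant high control, sample median low control / Detection: fluorescence polarization with parallel and perpendicular emission, 525/598 nm / Schedule: 45 min + 60 min at 25 °C / Compound dosing: 8.92 µM, single dose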
Numbers without * were called inactive; nt = no result given.

SMILES | SIAE primary | NR1D1 modulator | TDP2 inh | rCAG RNA binder | PRMT1 inh | LEDGF integ inh | TCR CD3 inh | HTRA1 inh | PG9 binder | ABHD4 inh
Cc1onc(C(=O)NN)c1C(=O)N1CCN(C(c2ccccc2)c2ccccc2)CC1 | 3.0 | 2.3 | -10.2 | 9.4 | -2.2 | -5.1 | 5.1 | -2.7 | -2.6 | 3.1
O=C(CCC(=O)NNC(=O)COc1ccc(Br)cc1Br)NCc1ccccc1 | -5.2 | -0.8 | -18.8 | 0.4 | -3.3 | 7.1 | 1.4 | nt | -1.8 | -9.1
COc1ccccc1C1=NNC(=NCc2ccccc2)SC1 | 12.6 | -5.5 | 2.6 | 1.6 | 4.8 | 1.0 | 2.8 | -3.8 | -1.1 | 1.1
CCN(CC)S(=O)(=O)c1ccc(N/N=C(\C)c2ccc(OC)cc2O)nc1 | 7.0 | -15.1 | 6.1 | 12.1 | -4.4 | -0.4 | 0.8 | -0.3 | -0.2 | 13.9
CC(=O)[C@@]1(O)CC[C@H]2[C@@H]3CCC4=CC(=O)CC[C@]4(C)[C@H]3[C@@H](O)C[C@@]21C | -6.6 | 0.8 | -11.7 | 2.9 | -2.8 | 5.0 | -11.6 | 3.6 | -1.8 | -5.2
COc1ccccc1-n1cnc2sc(-c3ccccc3)cc2c1=O | -4.5 | 20.5* | -15.2 | -2.4 | 4.2 | -1.4 | -4.4 | -4.3 | 1.2 | -5.8
Cc1c(C(=O)OCC(=O)N2CC(=O)Nc3ccccc32)oc2ccccc12 | 3.8 | -3.0 | -9.0 | 0.7 | -0.1 | -0.1 | 3.1 | -8.0 | -2.9 | -1.6
O=C(NCCN1CCCCCC1)C1CC(=O)N(CCc2ccccc2)C1 (stereo not given) | 4.3 | -0.2 | -10.1 | -2.5 | 1.7 | -0.9 | 6.2 | -0.7 | -1.1 | -3.4
Cc1nnsc1C(=O)N/N=C/c1c(F)cccc1Cl | 13.6 | 1.1 | -4.4 | 0.8 | -6.1 | 4.4 | -4.7 | 4.6 | 0.1 | -8.1
Cc1ccc(NC(=O)C(c2ccccc2)N2CCN(CC(=O)N3CCOCC3)CC2)cc1Cl (stereo not given) | -3.4 | -8.6 | 6.8 | 2.4 | 1.2 | -1.3 | 5.3 | -5.9 | 0.6 | -6.3
Cc1ccc(/C=N/NC(=O)C(C)Oc2ccccc2[N+](=O)[O-])s1 (stereo not given) | -0.6 | -3.3 | -5.3 | -1.4 | -4.0 | 0.1 | 3.2 | -8.7 | -4.5 | 0.9
COc1ccc(CCNC(=O)Cn2ccc3cc(S(=O)(=O)N4CCCC4)ccc32)cc1OC | 3.0 | 0.9 | 4.8 | 1.1 | 4.8 | -2.0 | 5.7 | 11.9 | 0.9 | 5.5
CCOc1ccc(S(=O)(=O)N(CC(N)=O)c2ccc(C)cc2)cc1 | -4.9 | 1.6 | -11.2 | -4.9 | 1.0 | -3.9 | -5.3 | -3.4 | 1.2 | -1.8
Cc1ccc(CNC(=O)C(=O)NCC2OCCCN2S(=O)(=O)c2cccs2)cc1 (stereo not given) | 0.5 | 3.3 | -16.5 | 7.0 | -8.0 | 5.8 | -10.6 | -5.9 | -0.7 | -7.0
CS(=O)(=O)NN1C(=O)c2ccccc2NC1c1ccccc1O (stereo not given) | 4.9 | -0.6 | -6.0 | 0.2 | 4.1 | 0.4 | -8.2 | -2.2 | -1.5 | -2.9
CC(C)c1nc(=S)n(-c2ccccc2)[nH]1 | 5.7 | 1.3 | 4.0 | 1.7 | -1.0 | -1.2 | -2.6 | -1.4 | 0.5 | 2.1
COc1ccc(NC(=O)C2CCCN2C(=O)Nc2cccc(F)c2)cc1 (stereo not given) | 3.8 | -2.5 | -8.4 | -1.9 | -11.5 | 6.1 | 1.2 | 3.2 | 0.7 | 0.2
O=C(Nc1ccc(-c2nc3ccccc3[nH]2)cc1)c1ccc(N2C(=O)CCC2=O)cc1 | -21.9 | 4.6 | -3.3 | 4.8 | 0.3 | 1.7 | -3.5 | -4.2 | 1.7 | -0.4
CCOc1ccc(N2CC(C(=O)NC3=NCCS3)CC2=O)cc1 (stereo not given) | -4.2 | -3.9 | 13.6 | -3.8 | -7.0 | 3.8 | 8.9 | -1.4 | 1.0 | -1.4
CCn1c(C)nc2c1C(=O)c1ccccc1C2=O | 1.1 | 4.7 | -2.6 | 4.3 | -0.6 | 0.3 | 3.4 | 0.6 | 3.7 | 3.0

Ordered by formula weight (highest first): four of the compounds above
SMILES | SIAE primary | NR1D1 modulator | TDP2 inh | rCAG RNA binder | PRMT1 inh | LEDGF integ inh | TCR CD3 inh | HTRA1 inh | PG9 binder | ABHD4 inh
O=C(CCC(=O)NNC(=O)COc1ccc(Br)cc1Br)NCc1ccccc1 | -5.2 | -0.8 | -18.8 | 0.4 | -3.3 | 7.1 | 1.4 | nt | -1.8 | -9.1
Cc1onc(C(=O)NN)c1C(=O)N1CCN(C(c2ccccc2)c2ccccc2)CC1 | 3.0 | 2.3 | -10.2 | 9.4 | -2.2 | -5.1 | 5.1 | -2.7 | -2.6 | 3.1
O=C(Nc1ccc(-c2nc3ccccc3[nH]2)cc1)c1ccc(N2C(=O)CCC2=O)cc1 | -21.9 | 4.6 | -3.3 | 4.8 | 0.3 | 1.7 | -3.5 | -4.2 | 1.7 | -0.4
CCN(CC)S(=O)(=O)c1ccc(N/N=C(\C)c2ccc(OC)cc2O)nc1 | 7.0 | -15.1 | 6.1 | 12.1 | -4.4 | -0.4 | 0.8 | -0.3 | -0.2 | 13.9

(listing goes on)
SMILES | SIAE primary | NR1D1 modulator | TDP2 inh | rCAG RNA binder | PRMT1 inh | LEDGF integ inh | TCR CD3 inh | HTRA1 inh | PG9 binder | ABHD4 inh
CC(C)(Oc1ccc(Cl)cc1)C(=O)Nc1ncccn1 | 1.5 | 5.2 | 10.1 | 6.2 | 3.4 | 3.5 | 5.7 | 3.7 | 2.4 | -10.7
COc1ccc(/C=C2\CN(Cc3ccccc3)C/C(=C\c3ccc(OC)cc3OC)C2=O)c(OC)c1 | -2.9 | 7.0 | -12.5 | 6.4 | -3.6 | -2.6 | -6.0 | -17.1 | -1.2 | -6.4
Nc1nc(C2CCOCC2)cs1 | 0.9 | 7.0 | -2.1 | -1.9 | -7.7 | 4.4 | 0.1 | 3.8 | -1.4 | 0.9
O=C(NC(Cc1ccccc1)C(=O)O)/C(=C/c1ccccc1)NC(=O)c1cccc(Br)c1 (stereo not given) | 1.2 | -6.1 | 14.3 | 31.6 | 2.6 | 4.3 | 0.2 | -1.1 | -2.8 | -3.5
CC(=O)Nc1ccc2nc(NC(=O)COc3ccccc3C)sc2c1 | -9.6 | -6.6 | -20.1 | 7.9 | 6.5 | -7.0 | -11.0 | -11.6 | -0.6 | -3.3
CN(C)CCCNC(=S)N(CCN(C)C)Cc1cc2cc3c(cc2[nH]c1=O)OCCO3 | 5.8 | -2.2 | 0.6 | 3.1 | -1.6 | -2.4 | -6.4 | -0.3 | 0.0 | -3.3
CCCCN(C(=O)C1CC(=O)N(c2ccc3c(c2)OCCO3)C1)c1c(N)n(CC(C)C)c(=O)[nH]c1=O (stereo not given) | 0.8 | 1.9 | 5.5 | -4.0 | -2.8 | 4.1 | 6.1 | 4.7 | -1.1 | -1.1
CC(C(=O)O)N(c1ccccc1Cl)S(C)(=O)=O (stereo not given) | 7.1 | -3.8 | -10.7 | 13.8 | 2.7 | 0.0 | -3.6 | 4.8 | 0.5 | -3.1
CCCC[C@H]1C2CC(OC(=O)NCc3ccc(Cl)cc3)C(C2)[C@H]2CCCCN21 (stereo not given in full) | -5.0 | -2.8 | 1.1 | -1.8 | 0.5 | 3.0 | nt | nt | nt | 3.9
CCOC(=O)N1CCN(CC(=O)Nc2nc3ccccc3s2)CC1 | 1.9 | 1.2 | -9.6 | -6.0 | -0.6 | 6.9 | 6.2 | 1.4 | -2.9 | -2.2
Cc1cccc(-c2oc3ccc(-c4ccc5c(c4)OCO5)cc3c2-c2ccc(OC3CCCCO3)cc2)c1 (stereo not given) | 3.7 | 6.6 | 5.8 | 7.3 | -1.5 | -1.5 | 4.7 | -8.9 | 0.4 | 6.5
Nc1cc(S(=O)(=O)Nc2ccccc2Cl)ccc1N1CCCC1 | 4.8 | -4.2 | 0.0 | 7.2 | 1.0 | -0.2 | -2.0 | 2.9 | -3.5 | 5.8
O=C(O)/C=C/c1cn(-c2ccccc2)nc1-c1cccs1 | -5.0 | 0.8 | 5.2 | 11.6 | 4.5 | 0.4 | -6.2 | -0.2 | -0.2 | 3.1
CCCC(=O)NCCCCNC(=O)CCC | -4.3 | -2.0 | -5.2 | 1.6 | 0.3 | -0.7 | 5.4 | 2.0 | -0.8 | 10.5
Cc1ccc(S(=O)(=O)Nc2cccc(C(=O)NCC3CCCO3)c2)cc1F (stereo not given) | 0.3 | 1.6 | -10.7 | 4.0 | -3.8 | 2.5 | 7.8 | 4.9 | 0.6 | -0.6
CC(C#N)(NC(=O)CN1CCN(S(=O)(=O)c2cc(C(F)(F)F)ccc2Cl)CC1)C1CC1 (stereo not given) | -10.2 | 0.0 | -9.2 | -7.4 | 5.2 | -0.5 | -8.7 | -1.8 | 0.9 | -11.1
CC(=O)c1ccc2c(c1)CC(C)C(=O)N2C (stereo not given) | 2.4 | 5.0 | 10.6 | -0.9 | 1.1 | -0.4 | 0.1 | 3.8 | -0.3 | 0.5
O=C(Cn1c(COc2ccccc2)nc2ccccc21)Nc1cc(Cl)cc(Cl)c1 | -1.9 | -8.7 | 3.4 | 2.9 | -3.4 | -2.2 | 2.5 | -0.4 | -0.8 | -8.8
CCn1c(NCc2ccc(OC)cc2)nc2ccccc21 | -1.0 | -0.8 | -1.6 | -2.8 | -1.3 | 1.1 | 0.8 | -4.9 | 0.9 | 8.7
Cc1ncccc1C(=O)N1CCCC(CCC(=O)N2CCN(c3ccccn3)CC2)C1 (stereo not given) | 9.9 | -0.6 | 8.2 | -5.3 | -1.1 | -3.2 | -1.8 | -1.4 | 0.8 | 10.8
COc1ccc(N(C)S(=O)(=O)c2cccc(C(=O)NCc3ccc(C)cc3)c2)cc1 | -9.8 | 9.7 | -2.5 | -2.1 | 0.1 | 6.0 | 14.3 | -31.4 | -3.1 | -7.0
c1ccn2c(CNc3ncnc4sccc34)nnc2c1 | -4.8 | -6.6 | 0.4 | 2.3 | 3.2 | -0.4 | 0.8 | -7.3 | -0.1 | -2.4
Cn1c(-c2ccc(C(C)(C)C)cc2)n[nH]c1=S | 10.1 | -2.5 | 9.7 | 0.3 | 2.5 | 0.4 | -4.2 | 1.2 | 1.4 | 5.7

Assay outcomes deposited in PubChem by several laboratories.

An excerpt; count on the stated rates, not on these rows.
